All columns: NCI-60 one-dose screen, growth in % after 48 h at 10 µM unless noted; 100 = growth as untreated, 0 = no growth, -100 = all killed.
HT29 – HT29 colon cancer; 7.4% of 81,000 active; AID 1794748
HCT-15 – HCT-15 colon cancer. 5.2% of 82,000 active. AID 1794746
NCI/ADR-RES – NCI/ADR-RES ovarian cells; AID 1794790; 4.4% of 81,000 active
NCI-H522 – NCI-H522 lung cancer; 8% of 78,000 active
NCI-H226 – NCI-H226 lung cancer; 3.5% of 79,000 active; AID 1794732
HCT-116 – HCT-116 colon cancer; 7.3% of 82,000 active; AID 1794798
NCI-H460 – NCI-H460 lung cancer. 6.8% of 82,000 active
NCI-H322M – NCI-H322M lung cancer; AID 1794733; 2.7% of 80,000 active
COLO 205 – COLO 205 colon cancer; AID 1794742; 7.3% of 79,000 active
Starred values were filed as active, the others as inactive; / = no result given; & = joins results of further samples; [ ] = another dose, or the depositor's remark. The calls were made as follows: active = growth percent below 10; inactive = the rest.

item	smiles	HT29	HCT-15	NCI/ADR-RES	NCI-H522	NCI-H226
1	N#CC(C#N)=C(C#N)c1ccc(N)c(C(=O)O)c1	92	106	104	93	107
2	COc1cc2oc(-c3cccc(C(=O)Nc4ccc(Cl)cc4)c3)cc(=O)c2c(O)c1OC	66	70	37	60	66
3	CCOC(=O)Nc1ccc2c(c1)/C(=N\NC(N)=S)c1ccccc1-2	26&30	38&22	46&30	77	81&76
4	O=c1cc(S)nc[nH]1	87	105	101	74	99
5	O=C(N/N=C/c1ccc(Cl)cc1Cl)c1ccccc1SSc1ccccc1C(=O)N/N=C/c1ccc(Cl)cc1Cl	104	102	101	99	96
6	COc1ccc(/C(=C/c2ccc3ccccc3c2)c2nn[nH]n2)cc1OC	5.5*	31	-15*	-2.8*	81
7	CN(C)N1C(=O)c2c(Cl)c(Cl)c(Cl)c(Cl)c2C1=O	107	109	101	94	103
8	OC(CNc1ccnc2cc(Cl)ccc12)CNC1CCCCC1 (stereo not drawn)	31	76	91	50	105
9	COc1cc(F)c(F)c(Nc2ccc(I)cc2F)c1NS(=O)(=O)C1(C[C@H](O)CO)CC1	5.4*	27	45	31	41
10	CC(C)OP(=O)(O)c1ncc(-c2ccc(C(F)(F)F)cc2)c(NC2CCCCCC2)n1	47	95	97	49	74
11	COc1ccc(-c2nc3sccn3c2-c2ccnc(NCCCNS(=O)(=O)c3ccccc3)n2)cc1	30	45	49	74	58
12	Cc1ccccc1-n1nnc(C(=O)Nc2ccc(-c3ccccc3)cn2)c1C	28[50 µM]	40[50 µM]	33[50 µM]	/	/
13	Cc1c(Cl)cccc1NC(=S)NC(=O)/C=C/c1ccccc1	112	96	101	82	92
14	CCCn1cnc2c(c1=N)C(c1ccc(Br)cc1)c1sc3c(F)cccc3c1O2 (stereo not drawn)	82	84	88	80	66
15	Cc1[nH][nH]c(=O)c1N=Nc1ccc(S(=O)(=O)N=C(N)N)cc1	112	109	109	81	97

item	HCT-116	NCI-H460	NCI-H322M	COLO 205
1	104	109	98	121
2	40	21	58	74
3	71&53	58&52	95&84	88&63
4	92	109	95	113
5	102	100	109	100
6	18	14	40	-2.4*
7	101	110	112	111
8	69	109	75	-25*
9	11	28	14	-0.6*
10	53	41	91	61
11	51	63	76	41
12	31[50 µM]	62[50 µM]	81[50 µM]	40[50 µM]
13	100	98	85	108
14	83	87	81	76
15	112	111	107	115

Next section:
item	smiles	HT29	HCT-15	NCI/ADR-RES	NCI-H522	NCI-H226
16	CCCCCCCCCCOC(=O)c1ccc(Cl)cc1	123	99	105	100	94
17	Cc1nc(-c2cc3ccccc3oc2=O)ccc1C(=O)/C=C/c1ccccn1	2.1*	-33*	77	59	89
18	COc1ccc(-n2cnc3c(N)nc(N)nc32)cc1	84	101	108	75	99
19	COC(=O)C1Cc2c([nH]c3ccccc23)C2CCC(=O)N12 (stereo not drawn)	100&106	103&102	113	87&102	108
20	CC1CCCCN1CCCNC(=O)c1ccc2c(c1)sc1nc(-c3ccc(F)cc3)cn12 (stereo not drawn)	93	104	88	102	/
21	N/C(=N\S(=O)(=O)c1cccc(Br)c1)Nc1nc2ccccc2s1	95	102	96	79	83
22	Cc1cn([C@H]2C[C@H](N=[N+]=[N-])[C@@H](CO)O2)c(=O)[nH]c1=O	103	108	104	98	105
23	CCCCCOC(=O)c1cccc(NC(=O)CNCC(C)C)c1	108	101	108	105	105
24	COc1ccc(/C=N/NC(=O)c2ccncc2)c(OC)c1OC	103	112	104	101	89
25	Cc1cnc2[nH]cc(-c3csc(-c4c[nH]c5ncccc45)n3)c2c1	106	70	89	117	80
26	CCOC(=O)c1ccccc1C(=O)c1ccccc1	117	108	112	104	100
27	O=C(Cn1c2ccccc2c2ccncc21)N/N=C/c1ccncc1	93	110	97	88	96
28	COc1ccc2nc(-c3ccc(-n4c(=O)c5cccnc5n(-c5ccccc5)c4=O)cc3)sc2c1	106	105	107	84	97
29	O=C(O)C(C1CCCCC1)C1(O)CCCC1 (stereo not drawn)	102	102	110	86	94
30	C=C1CC[C@@H]2[C@]3(C)COC(c4cccs4)O[C@@H]3CC[C@@]2(C)[C@@H]1CC(O)C1=CCOC1=O (stereo partly drawn)	102	94	99	90	103

item	HCT-116	NCI-H460	NCI-H322M	COLO 205
16	90	101	110	110
17	-21*	41	86	95
18	110	112	115	110
19	101&94	112&107	102&113	110&112
20	90	102	107	98
21	93	96	103	98
22	91	72	101	111
23	96	109	108	112
24	108	112	104	124
25	74	81	88	/
26	103	104	107	143
27	103	102	109	105
28	101	111	110	148
29	105	110	115	102
30	91	107	100	113

Among those listed so far, these contain a Cl atom:
item	smiles	HT29	HCT-15	NCI/ADR-RES	NCI-H522	NCI-H226
2	COc1cc2oc(-c3cccc(C(=O)Nc4ccc(Cl)cc4)c3)cc(=O)c2c(O)c1OC	66	70	37	60	66
5	O=C(N/N=C/c1ccc(Cl)cc1Cl)c1ccccc1SSc1ccccc1C(=O)N/N=C/c1ccc(Cl)cc1Cl	104	102	101	99	96
7	CN(C)N1C(=O)c2c(Cl)c(Cl)c(Cl)c(Cl)c2C1=O	107	109	101	94	103
8	OC(CNc1ccnc2cc(Cl)ccc12)CNC1CCCCC1 (stereo not drawn)	31	76	91	50	105
13	Cc1c(Cl)cccc1NC(=S)NC(=O)/C=C/c1ccccc1	112	96	101	82	92
16	CCCCCCCCCCOC(=O)c1ccc(Cl)cc1	123	99	105	100	94

item	HCT-116	NCI-H460	NCI-H322M	COLO 205
2	40	21	58	74
5	102	100	109	100
7	101	110	112	111
8	69	109	75	-25*
13	100	98	85	108
16	90	101	110	110

Continuation.
item	smiles	HT29	HCT-15	NCI/ADR-RES	NCI-H522	NCI-H226
31	CNC(=O)OCc1snc(-c2ccccc2)c1COC(=O)NC	106	103	107	/	105
32	O=C(O)CC1CC1(Cl)Cl (stereo not drawn)	109	105	112	102	102
33	CC(=O)/C(C=NC(=O)c1ccccc1)=C(/C)O	99	103	108	86	97
34	O=c1c2cccc3c(Nc4c(F)cccc4F)ccc(c32)c2nc3ccccc3n12	93	76	95	83	75
35	N#Cc1c(N)oc2c(-c3ccccc3)c3c(C#N)c(N)oc3cc12	102	101	98	95	92
36	COc1ccccc1/C=N/NC(=O)CSc1nc2ccccc2c(=O)n1CCc1ccc(S(N)(=O)=O)cc1	84	64	96	25	59
37	COc1ccc(C(C)=O)cc1S(=O)(=O)NNC(=O)c1ccncc1	108	102	112	84	94
38	COc1cc(C2=NN(C(C)=O)C(c3cn(S(=O)(=O)c4cccc5cccnc45)c4ccccc34)O2)cc(OC)c1OC (stereo not drawn)	101	93	80	95	100
39	O=C(NCCc1ccccn1)OCc1nc2nc(Cl)nc(N3CCOCC3)c2[nH]1	-29*	-27*	17	-34*	-53*
40	CCSC(SCC)C(OC(C)=O)C(OC(C)=O)C(OC(C)=O)C(COC(C)=O)OC(C)=O (stereo not drawn)	97	105	98	94	88
41	OCCNc1nc(O)c(/C=c2\ccc3c(c2)N=CC=3)s1	101	104	105	83	92
42	COCCOc1cc2ncnc(N3CCN(S(=O)(=O)c4ccccc4Cl)CC3)c2cc1OCCOC	82	52	67	66	95
43	O=S(=O)(O)c1cc(O)c2c(N=Nc3ccc(Nc4ccccc4)c4c(S(=O)(=O)O)cccc34)cc(S(=O)(=O)O)cc2c1	107	99	102	94	101
44	O=Cc1ccccc1C(=O)O	100	103	104	97	100
45	Cc1ccccc1OCC(O)COc1ccccc1C	103	79	111	77	98

item	HCT-116	NCI-H460	NCI-H322M	COLO 205
31	104	116	108	111
32	94	107	103	116
33	99	106	105	111
34	98	73	87	85
35	95	104	101	101
36	33	26	51	39
37	93	106	92	99
38	73	102	104	113
39	-72*	3.3*	44	17
40	92	112	91	/
41	98	103	98	113
42	90	103	98	97
43	105	105	120	98
44	100	99	97	112
45	103	97	95	98

Further structures follow.
item	smiles	HT29	HCT-15	NCI/ADR-RES	NCI-H522	NCI-H226
46	Cc1ccc2nc(C)cc(Nc3cccc(C(F)(F)F)c3)c2c1	79	85	88	88	/
47	COC(=O)c1sc2nc(CN3CCCc4ccccc43)[nH]c(=O)c2c1C	114	96	98	96	92
48	C#C[C@]1(O)CC[C@H]2[C@@H]3CC=C4c5sc(-c6ccc(Br)cc6)nc5CC[C@]4(C)[C@H]3CC[C@@]21C	111	109	102	95	100
49	Cc1c(C(=O)NCCCC(=O)NO)sc2ncnc(Nc3ccc(NC(=O)Nc4ccccc4)cc3)c12	105	100	104	88	93
50	O=[N+]([O-])c1ccc(/C=N/c2nnc(-c3ccccc3)o2)cc1	101	100	101	94	94
51	C=C1CC[C@H](C(C)C)[C@@H]2[C@H]1[C@H]1CC(=C)[C@@H](O)CC[C@@](C)(O)[C@@H]2O1	101	107	86	89	95
52	O=C1CCC23OC(C(O)c4ccccc4N12)C(O)C3O (stereo not drawn)	109	107	102	98	108
53	COc1ccc(S(=O)(=O)Cl)cc1	109	99	101	97	106
54	Cc1ccc(C2=NN(C=O)C(c3cn(Cc4ccc(Cl)cc4)c4ccccc34)C2)cc1 (stereo not drawn)	99	97	92	81	88
55	COC1=CC2C(O)c3ccccc3N3C(=O)CCC23C=C1 (stereo not drawn)	98	98	100	104	106
56	N#Cc1c(Cl)nc(SCC(=O)N2CCN(c3cc4c(cc3F)c(=O)c(C(=O)O)cn4C3CC3)CC2)nc1-c1ccc(Cl)cc1	108	103	102	96	102
57	CCOC(=O)N1Cc2cc3ccccc3nc2C1	104	101	102	97	94
58	COc1ccc(C(C)=C(c2ccc(OCCN3CCCC3)cc2)c2ccc(OCCN3CCCC3)cc2)cc1	94	82	104	91	97
59	NC(=O)C(O)(c1ccccc1)c1ccccc1	92	101	102	84	99
60	O=C1C(=O)c2c(nc3ccc(Cl)cn23)-c2ccccc21	-85*	-100*	-41*	/	-54*

item	HCT-116	NCI-H460	NCI-H322M	COLO 205
46	79	92	101	106
47	92	106	97	115
48	103	104	103	117
49	100	103	100	112
50	101	114	101	111
51	86	108	95	117
52	95	110	104	109
53	101	94	93	106
54	69	102	94	112
55	86	109	103	96
56	109	103	104	112
57	100	106	94	101
58	103	113	106	115
59	103	104	105	115
60	-95*	-100*	-92*	-100*

Two of these compounds, reformatted:
item	Structure	HT29	HCT-15	NCI/ADR-RES	NCI-H522	NCI-H226	HCT-116	NCI-H460	NCI-H322M	COLO 205
56	N#Cc1c(Cl)nc(SCC(=O)N2CCN(c3cc4c(cc3F)c(=O)c(C(=O)O)cn4C3CC3)CC2)nc1-c1ccc(Cl)cc1	108	103	102	96	102	109	103	104	112
11	COc1ccc(-c2nc3sccn3c2-c2ccnc(NCCCNS(=O)(=O)c3ccccc3)n2)cc1	30	45	49	74	58	51	63	76	41

(more compounds)
item	smiles	HT29	HCT-15	NCI/ADR-RES	NCI-H522	NCI-H226
61	O=C1CN(Cc2ccc(C(=O)NO)cc2)C(=O)[C@@H](Cc2c[nH]c3ccccc23)N1	104	103	104	97	98
62	Clc1cccc(-c2nc(-c3cccs3)no2)c1	106	47	107	92	100
63	CNC(=O)c1cc(N2CCc3cc(NC(=O)Nc4ccc(Cl)c(Cl)c4)ccc32)ccn1	82	63	93	69	96
64	CCOC(=O)C(=Cc1cccc(Cl)c1)C(=O)OCC	-62*	-51*	4.7*	-43*	-65*
65	O=C(O)COCC(=O)O	105	103	106	94	/
66	Clc1ccc(Cl)c(Cc2cc(Cl)ccc2Cl)c1	95	93	105	/	102
67	CCc1ccc(C2CC(c3ccc4c(c3)OCO4)=NN2c2ccc(S(N)(=O)=O)cc2)cc1 (stereo not drawn)	70	50	60	56	72
68	NC(COCc1ccccc1)C(=O)O (stereo not drawn)	102	103	103	91	97
69	Oc1ccccc1/C=N/N=C\c1ccccc1Cl	98	96	95	92	77
70	O=S(=O)(Nc1nc2ccc(C(F)(F)F)cc2s1)c1ccccc1	106	100	97	89	104
71	NNC(=O)/C(=C\c1ccccc1[N+](=O)[O-])CC(=O)c1ccc(Cl)c(Cl)c1	110	92	87	68	67
72	CCOC(=O)c1c2ccncc2n2c(=O)n(-c3cccc(C)c3)nnc12	117	103	102	83	100
73	CC(C)NCC1CCc2cc(CO)c([N+](=O)[O-])cc2N1 (stereo not drawn)	104	107	102	77	77
74	COc1ccc(Nc2ncnc3c2c(C)nn3-c2ccccc2)cc1	81	91	93	91	102
75	COc1ccc(C(=O)c2sc3nc(-c4cc(OC)ccc4OC)cc(-c4ccc(Cl)cc4)c3c2N)cc1	73	93	77	64	62

item	HCT-116	NCI-H460	NCI-H322M	COLO 205
61	55	104	99	120
62	92	110	114	114
63	93	82	99	77
64	-47*	74	84	-2.8*
65	108	107	98	108
66	107	100	85	91
67	46	62	88	98
68	90	103	104	107
69	100	99	98	109
70	91	99	104	109
71	95	90	91	106
72	96	104	98	105
73	84	107	93	116
74	99	102	107	103
75	75	86	89	96

Later entries.
item	smiles	HT29	HCT-15	NCI/ADR-RES	NCI-H522	NCI-H226
76	Clc1cccc(-c2cnn3cc(-c4ccccc4)cnc23)c1	92	86	90	79	79
77	CCOC(=O)CSc1nc2ccccc2c(=O)n1CCc1ccc(S(N)(=O)=O)cc1	97	99	100	80	104
78	O=C(O)/C=C\c1ccc(OC(=O)c2ccccc2)cc1	102	98	99	96	107
79	O=c1[nH]cncc1OCc1ccccc1	105	96	98	104	102
80	N#Cc1c(-c2ccco2)cc(-c2cccc(OCC(=O)O)c2)[nH]c1=O	107	98	98	93	88
81	CC(Nc1c(C#N)cnc2ccc(-c3cnc(N)nc3)cc12)c1ccccc1 (stereo not drawn)	17	9.9*	19	7.3*	18
82	N#C/C(=C\c1ccc(-c2cccc(Cl)c2)o1)c1ccccc1	92	75	90	87	70

item	HCT-116	NCI-H460	NCI-H322M	COLO 205
76	73	73	83	91
77	95	112	98	110
78	103	104	95	110
79	103	108	108	107
80	99	101	92	113
81	11	13	6.9*	24
82	82	98	87	102

Screening data (PubChem)
